# Screening results as filed in PubChem.
# Mdm2 ligase inh: MDM2-luciferase reporter signal enhancers, primary screen, MDM2 E3 ligase inhibitor project, cell-based, luminescence, 1536-well | 210,000 compounds, 0.11% hits | E3 ubiquitin-protein ligase Mdm2 (Homo sapiens), Q00987 | signal enhancement, % at 5 µM | cell-based MDM2 ubiquitination luciferase reporter, 2 h; 0 = plate control, 100 = twice control, blank-subtracted | AID 1230, 2008;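 active = signal enhancement of 30% or more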;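 also: luminescence tracks abundance of the self-degrading MDM2-luciferase fusion protein; higher signal means inhibition of MDM2 E3 ligase activity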
#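 Test system: stable mammalian line carrying autodegrading MDM2–luciferase fusion reporter; quantity: 2000 cells in each well; times: 4 h cell settling then 2 h compound exposure, 37 °C; detection: luminescence with SteadyLite reagent, 15 min at room temperature; evaluation: percent signal gain over controls, blank-subtracted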
# Runt-SMMHC FRET: inhibitors of RUNX1 Runt–CBFb-SMMHC binding, primary screen, biochemical, FRET, Cerulean-Runt, Venus-CBFb-SMMHC, uHTS | Runt-related transcription factor 1 (Homo sapiens) + Core-binding factor subunit beta … | Cerulean-Runt/Venus-CBFb-SMMHC FRET ratio 530/480, 1 h | inhibition, % at 20 µM | 220,000 compounds, 0.74% hits;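 active = mean inhibition across duplicate retests at 20 µM reaching about 50%, limit read from the data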;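 also: 0% = DMSO wells and 100% = wells with excess untagged CBFb-SMMHC; inhibitors lower the FRET ratio by blocking Runt binding to CBFb-SMMHC; some results filed as inactive read as strong as hits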
# Target sequence (Q01196 whole entry, looked up): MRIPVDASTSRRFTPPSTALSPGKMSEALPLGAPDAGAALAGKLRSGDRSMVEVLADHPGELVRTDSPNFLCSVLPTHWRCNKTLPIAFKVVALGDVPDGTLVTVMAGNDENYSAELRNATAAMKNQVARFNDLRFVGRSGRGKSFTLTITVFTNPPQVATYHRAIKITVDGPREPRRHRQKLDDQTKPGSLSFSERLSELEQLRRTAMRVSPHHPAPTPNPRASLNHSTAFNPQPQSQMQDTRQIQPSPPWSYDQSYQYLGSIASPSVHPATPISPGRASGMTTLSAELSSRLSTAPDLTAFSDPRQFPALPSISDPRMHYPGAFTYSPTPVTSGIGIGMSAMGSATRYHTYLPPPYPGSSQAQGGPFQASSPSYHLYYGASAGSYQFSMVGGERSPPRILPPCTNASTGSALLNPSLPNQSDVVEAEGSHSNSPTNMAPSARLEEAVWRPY
# Target sequence (Q13951 whole entry, looked up): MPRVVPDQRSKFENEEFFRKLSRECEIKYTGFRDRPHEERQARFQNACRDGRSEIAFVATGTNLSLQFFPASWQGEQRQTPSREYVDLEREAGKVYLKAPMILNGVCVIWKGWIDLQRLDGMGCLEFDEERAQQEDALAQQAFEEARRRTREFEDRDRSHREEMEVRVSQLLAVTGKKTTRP
# NPY-Y1 antag: NPY-Y1 receptor antagonists, primary screen, cell-based; 200,000 compounds, 1% hits; inhibition, % at 3.6 µM; HEK293-CNG Y1 cells, membrane potential fluorescence; NPY at EC95, then isoproterenol;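 active = inhibition above the campaign mean inhibition of all tested compounds plus 3 SD, cut at about 20% in these data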;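 also: 0% = DMSO wells given NPY plus isoproterenol and 100% = isoproterenol alone without NPY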
# Target sequence (P25929 whole entry, looked up): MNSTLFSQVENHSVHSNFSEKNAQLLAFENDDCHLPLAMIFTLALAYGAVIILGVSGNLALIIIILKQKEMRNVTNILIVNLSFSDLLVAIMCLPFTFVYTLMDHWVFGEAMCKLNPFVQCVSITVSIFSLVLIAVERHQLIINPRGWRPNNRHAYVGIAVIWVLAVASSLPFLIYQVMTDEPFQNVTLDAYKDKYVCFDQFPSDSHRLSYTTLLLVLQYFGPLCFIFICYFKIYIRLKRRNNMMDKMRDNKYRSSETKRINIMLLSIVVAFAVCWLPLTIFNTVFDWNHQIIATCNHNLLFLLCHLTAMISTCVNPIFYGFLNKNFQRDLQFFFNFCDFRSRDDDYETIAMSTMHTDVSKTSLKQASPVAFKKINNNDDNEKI
#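 Assay system: HEK293 cells with Y1 receptor plus CNG channel | Probe or stimulus: NPY (25 nM), isoproterenol (1 µM), Ro 20-1724 (25 µM) | Timing: Compound incubation 1 h at room temperature, readout 45 min post-stimulation | Measured by: Membrane-potential fluorescent dye readout | Benchmarks: High control isoproterenol alone, low control NPY with isoproterenol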
# p97 ATPase inh: inhibitors of human p97 ATPase, primary screen, biochemical | inhibition, % at 8 µM | AID 1481, 2009 | Transitional endoplasmic reticulum ATPase (Homo sapiens), P55072 | recombinant p97 ATPase, Kinase-Glo ATP luminescence, 3 h | 220,000 compounds, 0.42% hits; in the data active = inhibition above about 15%;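 also: 0% = DMSO vehicle and 100% = wells lacking enzyme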
# RBBP9 inhibitor: human RBBP9 inhibitors, primary screen, biochemical, fluorescence polarization, FP-Rh probe, HTS; Serine hydrolase RBBP9 (Homo sapiens), O75884; 220,000 compounds, 0.2% hits; inhibition, % at 7.94 µM; recombinant RBBP9;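 active = inhibition above the campaign mean of all tested compounds plus 3 SD, cut at about 14% in these data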;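 also: plate controls were DMSO wells with RBBP9 for no effect and wells lacking RBBP9 protein for full effect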
#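 Test system: recombinant human RBBP9; Timing: 30 min then 45 min, 25 °C; Detection: fluorescence polarization; Control set: RBBP9 with DMSO as uninhibited control, no-protein wells as full inhibition; Compound dosing: one concentration, 7.94 µM nominal, 0.794% DMSO; Probe or stimulus: FP-Rh activity-based probe, 375 nM before mixing.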
# Hck-Nef inh: inhibitors of Nef-activated human Hck kinase, primary screen, biochemical, Z-Lyte FRET, 384-well, Hck-YEEI. Recombinant Hck-YEEI plus Nef, Z-Lyte FRET kinase assay. Tyrosine-protein kinase HCK (Homo sapiens), P08631. 220,000 compounds, 0.68% hits. inhibition, % at 20 µM;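 active = Hck-Nef kinase inhibition above about 50%, limit read from the data; inactive = inhibition below that limit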;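 also: 0% = DMSO with Hck plus Nef and 100% = Hck alone without Nef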
# Runt-CBFb FRET: inhibitors of RUNX1 Runt–CBFb binding, primary screen, biochemical, FRET, Cerulean-Runt, Venus-CBFb, uHTS; inhibition, % at 20 µM; AID 1496, 2009; Runt-related transcription factor 1 (Homo sapiens) + Core-binding factor subunit beta …; 220,000 compounds, 0.46% hits; Cerulean-Runt/Venus-CBFb FRET ratio 530/480, 1 h;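 active = inhibition over about 50% at 20 µM in the single-dose screen, limit read from the data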;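 also: 0% = DMSO wells and 100% = excess unlabeled CBFb competitor control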
#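 test system = Cerulean-Runt domain fusion protein, energy donor | probe or stimulus = Venus-CBFb binding partner, 100 nM | incubation = two 1 h room-temperature incubations shielded from light | detection = fluorescence energy transfer, 422 nm excitation, 530/480 nm emission | measure = loss of energy transfer signal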
# NPY-Y1 PAM-ag: NPY-Y1 receptor potentiators or agonists, primary screen, cell-based; activation, % at 3.6 µM; 220,000 compounds, 0.37% hits; Neuropeptide Y receptor type 1 (Homo sapiens), P25929; NPY-Y1 expressing cells, potentiator/agonist activation; in the data active = activation above about 33%, passing the limit was not always enough;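 also: cells stimulated with NPY at EC10 then isoproterenol at EC100; 0% = low agonist plus stimulus and 100% = saturating agonist plus stimulus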
# NPY-Y2 PAM-ag: NPY-Y2 potentiators or agonists, primary screen, cell-based; cells expressing NPY-Y2, potentiator/agonist read-out; activation, % at 3.6 µM; 220,000 compounds, 0.45% hits; AID 1359, 2008; in the data active = activation above about 27%;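 also: cells stimulated with NPY near EC25 plus isoproterenol at EC100; 0% = vehicle plus submaximal agonist and 100% = vehicle plus saturating agonist; some results beyond the cut were filed as inactive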
# * marks the source's active call; other numbers are inactive results; . = no result given.
item	SMILES	Mdm2 ligase inh	Runt-SMMHC FRET	NPY-Y1 antag	p97 ATPase inh	RBBP9 inhibitor	Hck-Nef inh	Runt-CBFb FRET	NPY-Y1 PAM-ag	NPY-Y2 PAM-ag
1	N#C/C(=C\c1cccs1)c1nc2ccccc2[nH]1	3	-3	3	7	-4	-4	1	-2	1
2	CCC(=O)Nc1ccc(NC(=O)CN2CCCC(C)C2)c(Cl)c1 (centres undefined)	-3	2	7	-4	-4	12	-2	-11	-8
3	Cc1ccc(S(=O)(=O)n2cc(-c3ccccc3)c(N)n2)cc1	-8	2	2	2	-2	-18	0	14	11
4	CN(C)S(=O)(=O)c1cccc(NC(=O)c2ccncc2)c1	2	5	1	2	0	6	-1	5	-4
5	COc1ccccc1CNC(=O)c1ccc(SC)cc1OC	-3	1	4	-1	-6	2	-3	-14	-11
6	COc1ccccc1NC(=O)CSc1nnc(CCC(=O)Nc2ccccc2F)n1C	-30	-5	.	1	7	9	2	13	-13
7	O=C(Cn1cnc2c(nnn2-c2ccc(F)cc2)c1=O)N1CCCC1	-14	-3	8	0	-8	1	1	-3	7
8	Cc1cccc(C(=O)NCc2nnc(SCC(=O)NC(C)c3ccccc3)n2C)c1 (centres undefined)	-8	5	3	-1	3	3	-2	-27	-5
9	N#Cc1ccc(-c2cccnc2)nc1SCc1ccc(Cl)cc1Cl	-6	7	13	-4	-6	2	-2	-42	-11
10	C/C(=C\C(=O)O)C(=O)Nc1nccs1	-17	-2	-4	-4	-15	0	3	-10	-9
11	O=C(NCc1ccccc1)N1CCOCC1	-12	-8	.	8	-4	10	0	7	-4
12	CCCOc1ccc(Cc2c(COCC)[nH]c(=S)[nH]c2=O)cc1	-4	3	6	-3	-2	27	2	7	0
13	COC(=O)CN(c1cc(C(F)(F)F)ccc1Cl)S(C)(=O)=O	-15	2	-6	3	4	0	-4	16	16
14	CCOc1ccc(CN2CCN(Cc3ccsc3)C(CCO)C2)cc1CO (centres undefined)	-6	-3	8	0	-3	23	0	-15	2
15	CCOC(=O)c1c(C)[nH]c(C)c1C(=O)COC(=O)c1c(OC)cccc1OC	-1	0	1	2	-10	-11	-4	9	8
16	CCc1c(C)nc2ncnn2c1N1CCCC(C(=O)NCc2ccco2)C1 (centres undefined)	-22	-6	-1	-8	5	1	1	-17	-12
17	CN(C)S(=O)(=O)c1ccc(C(=O)NCc2nnc(SCC(=O)Nc3ccc(F)cc3)n2-c2ccc(F)cc2)cc1	11	-17	-1	2	6	-3	-6	15	-4
18	Cc1ccccc1NC(=O)c1ocnc1C	-3	5	-1	2	-6	0	0	0	14
19	COc1ccc(NC(=O)c2ccccc2CC[N+](=O)[O-])cc1	8	-3	3	2	6	23	1	11	17
20	Oc1ccc(CN2CCCc3ccccc32)c2cccnc12	2	1	8	1	5	3	16	3	-2

# Shown in transposed form: 2 of the compounds above
8: Cc1cccc(C(=O)NCc2nnc(SCC(=O)NC(C)c3ccccc3)n2C)c1 (centres undefined)
9: N#Cc1ccc(-c2cccnc2)nc1SCc1ccc(Cl)cc1Cl
Compound	8	9
Mdm2 ligase inh	-8	-6
Runt-SMMHC FRET	5	7
NPY-Y1 antag	3	13
p97 ATPase inh	-1	-4
RBBP9 inhibitor	3	-6
Hck-Nef inh	3	2
Runt-CBFb FRET	-2	-2
NPY-Y1 PAM-ag	-27	-42
NPY-Y2 PAM-ag	-5	-11

# The list goes on.
item	SMILES	Mdm2 ligase inh	Runt-SMMHC FRET	NPY-Y1 antag	p97 ATPase inh	RBBP9 inhibitor	Hck-Nef inh	Runt-CBFb FRET	NPY-Y1 PAM-ag	NPY-Y2 PAM-ag
21	COc1ccc2c(c1)CC/C(=C\C=C\c1ccccc1)C2=O	-1	3	8	0	-1	-7	2	-36	-15
22	Nc1nonc1C(=O)NCCNc1ncccc1[N+](=O)[O-]	5	-1	-5	5	-7	20	-1	3	4
23	CC(=O)c1sc(N/N=C/c2cccc(O)c2)nc1C	1	-35	-8	8	3	-68	-6	16	-6
24	CCOC(=O)C(C)Sc1nc2c(cnn2-c2ccc(C)cc2)c(=O)[nH]1 (centres undefined)	.	-2	0	0	4	-11	-7	-14	-14
25	CC(OC(=O)CNC(=O)c1ccccc1F)C(=O)Nc1nc(-c2ccccc2)cs1 (centres undefined)	1	1	-1	2	-13	8	-4	2	7
26	COc1nc(-c2ccccc2)ccc1-c1noc(-c2ccccc2F)n1	-24	-6	3	6	0	3	2	-3	0
27	O=C(/C=C/c1ccc(Br)o1)OCc1ccccc1	-6	3	6	-3	-5	-1	1	-11	-10
28	COc1ccc(C2/C=C\CN(S(=O)(=O)c3ccc4ccccc4c3)CC(=O)N2Cc2ccc(F)cc2)cc1 (centres undefined)	-4	0	.	.	.	16	6	.	.
29	CCOc1ccc(NC(=O)C2CCN(C(=O)NC3CCCCC3)CC2)cc1	0	2	-2	-2	10	-5	-5	-7	5
30	Cn1c(=O)c([N+](=O)[O-])c(N2CCSCC2)c2ccccc21	-8	-7	.	7	4	20	2	-5	-8
31	CCC(C(=O)NC1CCCC1)N(C(=O)Cn1nnc(-c2ccc(OC)c(OC)c2)n1)C1CCCCC1 (centres undefined)	-16	0	3	-1	-2	3	-4	-46	6
32	Cc1ccc(C(=O)c2ccccc2C(=O)OCC(=O)Nc2ccc(SC(F)F)cc2)cc1	-15	-8	-4	0	-23	4	-1	20	6
33	O=C(CN1CC[n+]2c(-c3cccs3)csc21)c1ccc(-c2ccccc2)cc1	-50	-4	-1	5	-1	143*	3	-15	-6
34	c1ccc(C2=NC(c3ccccc3)N=C(c3ccccc3)N2)cc1	6	2	3	-5	-8	4	-1	-16	-9
35	CCOc1cc(S(=O)(=O)N2CCCC2)ccc1Cl	-15	-1	3	-10	-1	0	1	8	-5
36	CCCCN(C(=O)c1ccc2c(c1)OCO2)c1ccccc1	-11	0	-2	3	2	-6	2	-4	16
37	COc1ccc(NC(=O)c2cccnc2N2CCCCC2)cc1	1	2	-2	-7	-4	5	-3	-4	25
38	O=C(CN(C(=O)CNC(=O)c1ccco1)c1ccc2c(c1)OCO2)NC1CCCCC1	-1	3	-5	0	-9	2	2	-24	-1
39	O=C1C2C(C(=O)N1c1ccncc1)C1C=CC2C12CC2 (centres undefined)	11	-3	1	0	-4	0	-1	5	5
40	O=C(CCc1ccccc1)Nc1nnc(-c2cccs2)o1	-19	-1	2	1	-7	1	-1	2	-7

# Rewritten in transposed form: part of the list above
(11) O=C(NCc1ccccc1)N1CCOCC1
(1) N#C/C(=C\c1cccs1)c1nc2ccccc2[nH]1

Compound	11	1
Mdm2 ligase inh	-12	3
Runt-SMMHC FRET	-8	-3
NPY-Y1 antag	.	3
p97 ATPase inh	8	7
RBBP9 inhibitor	-4	-4
Hck-Nef inh	10	-4
Runt-CBFb FRET	0	1
NPY-Y1 PAM-ag	7	-2
NPY-Y2 PAM-ag	-4	1

# Next structures
item	SMILES	Mdm2 ligase inh	Runt-SMMHC FRET	NPY-Y1 antag	p97 ATPase inh	RBBP9 inhibitor	Hck-Nef inh	Runt-CBFb FRET	NPY-Y1 PAM-ag	NPY-Y2 PAM-ag
41	O=C(NNc1nc2c(F)cc(F)cc2s1)C1=COCCO1	-9	6	0	-3	-7	22	13	-2	1
42	N#C/C(=C1/CCCCCN1)c1nc2ccccc2s1	-19	2	3	1	2	1	-1	-20	-9
43	N/C(Cc1ccc([N+](=O)[O-])cc1)=N\OC(=O)COc1ccc2ccccc2c1	-10	0	6	1	-7	-1	-2	-47	-16
44	CSc1nnc2c(n1)OC(c1cccn1C)N(C(C)=O)c1ccccc1-2 (centres undefined)	-31	-6	-5	-4	1	5	-1	6	0
45	Brc1ccc(N/N=C(/N=Nc2nn[nH]n2)c2ccccc2)cc1	-4	-8	-17	-6	2	18	-6	64*	53*
46	COCCc1nnc(NC(=O)C(C)C)s1	-5	-3	.	5	0	19	1	9	-1
47	CCOC(=O)/C(=C/c1ccccc1)NC(=O)c1ccco1	-12	-2	0	-1	-5	2	2	-13	12
48	C/C(=N/Nc1nc(-c2ccc(Cl)cc2)cs1)c1cccs1	-12	-6	2	1	1	6	8	1	-9
49	Cc1ccc(CCC2C3=C(CCCC3=O)OC3=C2C(=O)CCC3)cc1	-6	2	-3	-2	3	3	2	4	1
50	COc1ccc(O/C(=N\S(=O)(=O)c2ccccc2)c2ccccc2)cc1	-12	1	2	-1	-8	-1	1	1	-4
51	O=C1c2cccc3cccc(c23)C(=O)N1CCN1CCN(C(=S)Nc2ccc(F)cc2)CC1	-13	1	-4	-2	-9	2	-2	5	2
52	CC1(C)Cc2cccc(OCC(=O)NCCOc3ccccc3)c2O1	-10	-2	7	0	-4	1	-2	-47	-10
53	O=C1c2ccccc2C(=O)c2c(NCc3cccnc3)cccc21	4	-4	-5	3	-13	2	.	28	12
54	COc1ccc(NC(=O)Nc2ccc3c(c2)N(C)C(=O)CS3)cc1Cl	3	-4	-3	4	9	2	-4	11	19
55	Cn1cc(/C=C2\SC(=O)N(c3ccc(O)cc3)C2=O)c2ccccc21	-8	-10	.	14	-5	36	-13	1	-6
56	CCOc1ccccc1N1Cc2cc(C)c(C)cc2C1	-14	0	-3	10	-5	19	-3	-5	7
57	Cn1cccc1CNC1CCCC1	4	-1	5	4	-3	5	-2	-12	-4

# Just NPY-Y2 PAM-ag and NPY-Y1 antag, for some of the entries so far:
no. | SMILES | NPY-Y2 PAM-ag | NPY-Y1 antag
53 | O=C1c2ccccc2C(=O)c2c(NCc3cccnc3)cccc21 | 12 | -5
54 | COc1ccc(NC(=O)Nc2ccc3c(c2)N(C)C(=O)CS3)cc1Cl | 19 | -3
55 | Cn1cc(/C=C2\SC(=O)N(c3ccc(O)cc3)C2=O)c2ccccc21 | -6 | .
56 | CCOc1ccccc1N1Cc2cc(C)c(C)cc2C1 | 7 | -3
